Source: PubChem BioAssay
E coli Lon inh: inhibitors of E. coli Lon protease, primary screen, biochemical, fluorescence polarization | purified E. coli Lon protease | inhibition, % at 7.94 µM | actives 0.42% (n = 360,000); in the data active = inhibition above about 13%, passing the limit was not always enough;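 note: 0% = enzyme with probe and DMSO and 100% = no enzyme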
SKN-1 block: suppressors of acrylamide-induced Pgst-4::GFP reporter in worms, primary screen, SKN-1 inhibitor project, whole organism, uHTS, GFP/RFP fluorescence ratio, strain VP596 | actives 0.49% (n = 360,000) | C. elegans VP596 Pgst-4::GFP/RFP ratio, 24 h | inhibition, % at 21.8 µM;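 active = interference check ratio from 0.5 to 1.5 plus GFP to RFP signal ratio inhibition reaching or exceeding a fixed threshold, cut at about 30% in these data, passing the limit was not always enough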; note: some compounds called inactive have numbers as strong as hits
MLLE-PAM2 inh: inhibitors of PABP1 MLLE–PAM2 peptide binding, primary screen, biochemical, fluorescence polarization, FITC-PAM2, GST-MLLE; Polyadenylate-binding protein 1 (Homo sapiens), P11940; inhibition, % at 20 µM; actives 0.36% (n = 360,000); AID 588489, 2011; in the data active = inhibition above about 35%, passing the limit was not always enough;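 note: plate controls were DMSO wells with GST-MLLE for no effect and wells lacking GST-MLLE protein for full effect; some results filed as inactive read as strong as hits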
CendR NRP1 mod: modulators of CendR peptide binding to NRP-1, primary screen, biochemical, fluorescence polarization, uHTS | Neuropilin-1 (Homo sapiens), O14786 | FAM-RPARPAR peptide binding to NRP-1 | inhibition, % at 25 µM | actives 0.85% (n = 360,000) | AID 602438, 2012;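 active = inhibition or corrected inhibition above about 18%, plus a signal ratio from 0.5 to 1.5, limit read from the data, passing the limit was not always enough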; note: strong numbers were not always called active
MsrA inh: bovine MsrA enzyme inhibitors, primary screen, biochemical, absorbance, HTS. Methionine sulfoxide reductase A (Bos taurus). purified bovine MsrA, absorbance read-out. inhibition, % at 15.5 µM. actives 0.75% (n = 360,000); in the data active = inhibition above about 4.5%;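 note: 0% = vehicle wells with enzyme and 100% = reference inhibitor wells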
TbMetRS inhib: T. brucei MetRS inhibitors, primary screen, biochemical, luminescence; actives 0.4% (n = 360,000); purified T. brucei MetRS, ATP depletion, Kinase-Glo luminescence; methionyl-tRNA synthetase (Trypanosoma brucei brucei); AID 624268, 2012; inhibition, % at 11.9 µM;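 active = inhibition above a per-plate cutoff of the control wells' mean inhibition plus 3 SD, cut at about 5.5% in these data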;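 note: 0% = DMSO wells median and 100% = median of wells with control inhibitor compound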
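Assay system: T. brucei methionyl-tRNA synthetase, purified | Medium: HEPES buffer with MgCl2, KCl, DTT, spermine, BSA, pyrophosphatase | Compound: 11.9 µM single point | Incubation: 15 min enzyme-compound preincubation, 2 h reaction, 10 min detection, 25 °C | Measured by: Kinase-Glo luciferase luminescence reporting remaining unconsumed ATP | Measure: % inhibition normalized to control-well medians | Replication: Singlicate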
bovine MsrA act: bovine MsrA enzyme activators, primary screen, biochemical, absorbance, HTS; activation, % at 10.6 µM; AID 602163, 2012; actives 0.3% (n = 360,000); purified bovine MsrA, absorbance read-out; Methionine sulfoxide reductase A (Bos taurus); in the data active = activation above about 7.5%;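 note: 0% = vehicle and 100% = reference activator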
MT1-MMP act inh: blockers of MT1-MMP proenzyme processing, primary screen, HT1080 RFP-PRO-GFP cells, GFP/RFP fluorescence; Matrix metalloproteinase-14 (Homo sapiens), P50281; GFP/RFP ratio fluorescence, overnight; percent of plate control window, DMSO zero; GFP/RFP ratio change, % at 20 µM; actives 0.061% (n = 360,000); AID 651647, 2012;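 active = GFP/RFP ratio change of at least 30% with cell ATP level not reduced by more than half and red fluorescence within 50% of control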; note: strong numbers were not always called active
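Test system: HT1080 RFP-PRO-GFP cells; Benchmarks: DMSO and RFP-L50D-GFP cell wells; Timing: cells overnight before dosing, compound overnight, 37 °C, 5% CO2; Compound: one 20 µM compound dose with 1% DMSO; Read-out: GFP/RFP fluorescence ratio.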
FAS TE block: FAS thioesterase domain inhibitors, primary screen, biochemical, fluorescence intensity, uHTS; Fatty acid synthase (Homo sapiens), P49327; actives 0.67% (n = 360,000); recombinant FAS-TE, OMFH fluorogenic substrate, fluorescence endpoint; inhibition, % at 15 µM;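 active = compounds whose normalised, plate-corrected inhibition of enzyme fluorescence in the single-dose primary screen is 50% or more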;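 note: 0% = DMSO with enzyme and 100% = substrate without enzyme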
The depositor's hits bear a star; . = not tested or not shown.

molecule	E coli Lon inh	SKN-1 block	MLLE-PAM2 inh	CendR NRP1 mod	MsrA inh	TbMetRS inhib	bovine MsrA act	MT1-MMP act inh	FAS TE block
Cc1c(NC(=O)CSc2nnnn2-c2ccc(F)cc2)c(=O)n(-c2ccccc2)n1C	2	3	12	7	-0.2	-0.2	-2	0	0
Cc1ccc(S(=O)(=O)Nc2ccc(NC(=O)c3ccc(F)cc3)cc2)cc1	9	3	-12	16	-0.6	-0.1	-8	0	0
COc1cccc(CNC(=O)Cn2ccc3cc(S(=O)(=O)N4CCCCCC4)ccc32)c1	-2	0	4	17	-0.4	-0.6	-4	2	8
O=C(CCCCCn1c(=S)[nH]c2ccsc2c1=O)NC1CCCCC1	-4	-3	-7	7	-0.1	-0.6	1	-1	4
O=C(Nc1ccccc1)Nc1ccc(C(F)(F)F)cn1	-1	0	-6	8	0.5	-1.1	-9	-3	1
O=C(CN1CCN(S(=O)(=O)c2cccc(Br)c2)CC1)NCCc1cccs1	-17	1	2	-2	1.3	-0.2	0	-1	5
CS(=O)(=O)Nc1nnc(C2CCCC2)s1	-10	0	-8	3	-0.3	0.1	7	-1	-6
CC(C)N(Cc1nc(-c2ccc(Cl)cc2)no1)C(=O)/C=C/c1ccccc1	4	-4	3	-10	-1.6	-1.3	-10	-1	29
Cc1nnc(SCc2ccccc2)n1CC1CCCO1 (centres undefined)	-5	-4	6	7	1.6	0.3	1	-4	-7
O=C(Cn1c(=O)oc2cc(S(=O)(=O)N3CCCC3)ccc21)N1CCN(c2ccccc2F)CC1	-2	6	-12	-7	-0.3	-0.2	0	0	3
Cc1ccc(S(=O)(=O)NC[C@H]2O[C@@H](n3cnc4c(N)ncnc43)[C@H](O)[C@@H]2O)cc1	-12	8	-3	0	-1.4	-0.4	-3	4	-9
O=C1N[C@@H](Cc2ccccc2)C(=O)N2[C@@H]3N(S(=O)(=O)c4ccc(F)cc4)c4ccccc4[C@]3(Br)C[C@@H]12	-6	10	0	-5	-0.4	0.0	-1	2	26
COC(=O)c1ccccc1NC(=O)COC(=O)CSc1nnc(N)s1	5	2	-37	-30	0.7	-0.1	-3	0	-3
Cn1c(C(=O)OC(C(=O)NC2CCCCC2)c2ccncc2)cc2sccc21 (centres undefined)	-9	1	3	-5	-1.6	-1.1	-3	-7	10
COCCCN(Cc1ccco1)C(=O)Cn1ncc2c([nH]c3ccccc32)c1=O	5	1	3	-6	1.6	-0.2	-2	0	-3
O=C(NCc1ccccc1)c1ccc2c(c1)C(=O)N(CC1CCCO1)C2=O (centres undefined)	8	-13	1	-1	0.5	-1.0	-12	2	-17
N/N=c1\sc2ccccc2n1-c1ccccc1	-15	-3	1	-8	-0.5	-0.1	0	-2	-1
CC1(C)Cc2c(cnn2-c2ccccc2)C(=O)/C1=N\NC(=O)c1ccccc1N	5	3	7	-10	1.4	-0.5	-2	11	-1
O=C(C1CCCO1)N1CCN(C(=S)Nc2ccccc2C(F)(F)F)CC1 (centres undefined)	15	-4	5	-3	0.9	-0.7	-5	-1	-11
O=C(Cn1cnc2c(NCc3ccccc3)ncnc21)NCCCN1CCCC1=O	0	-4	13	-7	2.5	0.3	1	3	-9
Cc1nnc(NC(=O)CSc2nccn2-c2ccc(F)cc2)s1	-1	7	-5	9	-0.7	0.1	0	0	-3
Cc1cccc(S(=O)(=O)N(C)C[C@H]2OCc3cnnn3CCCC(=O)N([C@H](C)CO)C[C@@H]2C)c1	-1	-6	-8	4	-1.0	-0.2	6	2	-10
COc1ccccc1N(C)C(=O)c1cc(S(=O)(=O)N2CCc3ccccc32)cn1C	-4	8	2	3	0.7	-0.3	0	5	2
O=S(=O)(Cc1ccccc1)Nn1cnnc1	-3	16	-3	5	-0.5	0.2	-2	-1	-8
CC1CC1c1ccc(/C=C(\C#N)C(=O)Nc2ccc(Cl)cc2Cl)o1 (centres undefined)	-62	11	-12	-6	0.1	-0.3	-1	-7	24
CCc1ccc(S(=O)(=O)NCc2ccc(C(=O)NCCN(Cc3ccccc3)C(C)C)cc2)cc1	5	16	-7	5	0.3	0.7	0	-1	10
COC(c1ccccc1)c1nnc(CCC(=O)N2CCN(Cc3cccs3)CC2)o1 (centres undefined)	1	-2	-11	10	-0.1	0.3	-1	2	-2
COc1ccc(-c2ncncc2-c2ccc(OC)c(OC)c2)c(O)c1	-1	-3	-9	-10	0.9	-0.2	-3	-10	-2
NC(=O)c1c(N)sc2c1CCCC2	28	4	-5	-5	1.0	-0.2	-4	-6	-10
CCCN(CCC)CCNC(=O)Cn1cc2c(n1)-c1c(oc(C(=O)N3CCCC3)c1C)CC2	-13	7	-7	-10	-0.6	-0.2	-2	8	-3
CCOC(=O)c1cccc(NC(=O)C2(S(=O)(=O)c3ccc(C)cc3)CC2)c1	-7	1	12	8	.	0.1	-1	1	3
O=c1[nH]cc(I)cc1I	1	-8	5	4	1.3	-0.3	-3	6	-3
Cc1cccc(N(C(=O)c2ccc(CN3CCOCC3)o2)C(C(=O)NC2CCCCC2)c2ccc(F)cc2)c1 (centres undefined)	13	7	4	-7	-0.2	-0.1	1	3	-2
Cc1ccc(-n2cccc2/C=C2/NC(=O)N(CC(=O)Nc3cccc(C)c3)C2=O)cc1	-20	8	-127	-21	0.0	0.2	-4	-2	0
O=[N+]([O-])c1ccc(OCCN2CCCCCC2)cc1	-9	9	15	-8	0.8	-0.3	-5	0	-3
CCOc1ccc(Nc2nc(C)cc(C)c2C#N)cc1	-10	7	5	-14	0.0	-0.4	-2	-3	-8
COc1ccc(N(CC(=O)Nc2ccc3c(c2)OCO3)S(=O)(=O)c2ccccc2)c(OC)c1	1	-3	10	-11	-0.1	-0.6	-5	1	23
COc1ccc(C(=O)N=C2SC3CS(=O)(=O)CC3N2Cc2ccc(OC)c(OC)c2)cc1 (centres undefined)	6	-10	6	1	-0.6	0.1	1	1	8
COc1ccc(-c2cc(NC=O)c3ncc(-c4ccc(OC)c(OC)c4)n3c2)c(OC)c1	-18	1	-29	-46	-1.1	-0.3	5	5	15
CC(C)c1ccc(OCC(=O)NCc2ccccc2)cc1	0	-16	5	52*	-0.2	-1.1	-2	-2	12
Cc1ccc(NC(=O)C2(C)CCN2C(=O)Cc2cc(F)ccc2F)cc1 (centres undefined)	-8	11	-17	-7	-0.1	0.0	-1	14	-4
COc1ccc(S(=O)(=O)NC2(C(F)(F)F)N=C3SCCN3C2=O)cc1 (centres undefined)	5	4	5	-6	1.9	-1.7	-16	-4	-9
O=C(O)COc1cccc2ccccc12	4	10	3	6	0.9	0.6	-1	2	-6
O=C(NCCN1CCCOC1=O)C(=O)NCCN1CCCOC1=O	-6	0	18	4	0.0	-0.8	-4	-1	-4
CCN(CC)C(=O)CSc1nnc2nnc3cc(Cl)ccc3n12	54*	2	67*	11	0.1	0.0	3	-8	-5
Cc1cc2ncc(-c3ccc(Cl)cc3)c(N)n2n1	10	21	-6	-7	1.0	0.2	-2	0	-3
Cc1cccc(N2CCN(CC(O)COc3ccc4ccccc4c3)CC2)c1 (centres undefined)	5	-7	-3	5	0.3	-0.3	-5	2	-6
C=CCOc1ccc(/C=C/C(=O)OCC(=O)NCC(=O)Nc2c(C)cc(C)cc2C)cc1	17	-18	-6	6	0.8	0.0	-2	0	-14
Cc1cc(Cl)ccc1NC(=S)NCc1ccccc1Cl	13	2	-11	-3	-0.3	-0.6	-6	2	4
C/C(CC(=O)NCc1ccco1)=N\NC(=O)Cc1ccc(Cl)cc1	2	-3	-8	3	0.7	0.4	0	3	-6
O=[N+]([O-])c1ccc(N/N=C\c2ccccc2OCc2ccccc2)cc1	-162	-5	-113	-42	0.8	0.7	-2	-23	8
Cc1ccc2nc3c(cc(C(=O)NCC4CCCO4)c(=N)n3C3CCCC3)c(=O)n2c1 (centres undefined)	-2	5	-2	-6	-0.4	-0.9	-7	1	-6
Cc1ccc(CN2C(=O)C(CC(C)C)Nc3ncnc(N4CCN(c5ccccn5)CC4)c32)cc1 (centres undefined)	8	-1	-1	2	0.8	-0.3	1	-5	21
CC(C)COP(=O)(c1ccc(N(C)C)cc1)C(Nc1ccccc1)c1ccccc1 (centres undefined)	5	17	-2	-10	1.4	-0.6	-1	.	8
O=S1(=O)N[C@H](c2ccccc2)C[C@H](c2ccc(C(F)(F)F)cc2)O1	0	10	7	13	0.2	-0.5	-2	0	26
Cc1cc(Cl)ccc1-c1cc2nc(NCCCN(C)C)n(C)c(=O)c2s1	4	4	-6	-19	1.2	0.2	-2	3	-7
